TDP1 inh: inhibitors of human tyrosyl-DNA phosphodiesterase TDP1. 350,000 tested, 0.28% active. Q9NUW8. recombinant TDP1, AlphaScreen DNA substrate cleavage. Potency, µM (highest dose often 130 µM), without a hit: at the highest dose activity change, negative = inhibition, actives largely listed as inhibitors. AID 485290; also: nearly all actives have a fitted effect of over 40% in size
Target sequence (Q9NUW8 whole entry, looked up): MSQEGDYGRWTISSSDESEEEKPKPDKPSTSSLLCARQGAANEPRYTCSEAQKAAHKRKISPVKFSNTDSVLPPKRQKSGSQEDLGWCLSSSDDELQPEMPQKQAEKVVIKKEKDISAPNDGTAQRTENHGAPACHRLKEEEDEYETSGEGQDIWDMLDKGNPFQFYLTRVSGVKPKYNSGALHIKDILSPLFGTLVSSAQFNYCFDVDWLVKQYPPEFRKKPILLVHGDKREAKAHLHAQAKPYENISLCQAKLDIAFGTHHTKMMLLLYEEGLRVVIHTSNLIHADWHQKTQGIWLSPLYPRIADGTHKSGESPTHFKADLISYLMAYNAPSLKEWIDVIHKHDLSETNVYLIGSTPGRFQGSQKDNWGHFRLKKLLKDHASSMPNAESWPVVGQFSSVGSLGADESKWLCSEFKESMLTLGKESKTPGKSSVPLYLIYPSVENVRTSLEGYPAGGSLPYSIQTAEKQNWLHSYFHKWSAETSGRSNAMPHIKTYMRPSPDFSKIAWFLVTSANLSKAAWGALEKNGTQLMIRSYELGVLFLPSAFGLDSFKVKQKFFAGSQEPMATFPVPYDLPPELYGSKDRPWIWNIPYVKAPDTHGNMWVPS
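Here, a 5' biotin and 3' phosphotyrosine-FITC DNA oligonucleotide reports Tdp1 activity: intact substrate bridges AlphaScreen beads, while cleavage leaves a 3' phosphate and drops signal. All incubations at room temperature.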
TDP1 cell CPT: growth inhibition of DT40 Tdp1-/-;hTDP1 cells with camptothecin (screen for TDP1 inhibitors). 420,000 tested, 12% active. AID 686979. chicken DT40 Tdp1-/-;hTDP1 cells + 20 nM CPT, ATP luminescence, 48 h. Potency, µM (titrated, usually from 46.2 µM), without a hit: top-dose activity change, negative = growth inhibition, most hits filed as inhibitors; also: nearly all actives have a fitted effect of over 55% in size
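Cell growth measured by CellTiter-Glo luminescence after a minimum 48 h, 37 C compound exposure with 20 nM CPT in Tdp1-knockout DT40 cells stably expressing hTDP1, seeded 400/well; qHTS titration format.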
TDP1 cell noCPT: qHTS for Inhibitors of human tyrosyl-DNA phosphodiesterase 1 (TDP1): qHTS in cells in absence of CPT. DT40 Tdp1-/- hTDP1 cells, no CPT, ATP luminescence, 48 h. Potency, µM (highest dose often 46.2 µM), for the others: at the top dose activity change, negative = growth inhibition, actives largely listed as inhibitors. 420,000 tested, 15% active. AID 686978, 2013; also: nearly all actives have a fitted effect of over 55% in size
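Seeded 400 DT40-hTDP1 cells/well (vehicle DMSO, no 20 nM CPT); pinned compounds; ≥48 hr at 37 °C; CellTiter-Glo luminescence as viability measure.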
The depositor's hits bear a star; ? = inconclusive; . = not tested or not shown; [ ] = dose if it differs, or a comment. Calls follow the shape of the dose curve; as a rule, active = well fitted curve in the direction sought with a large enough effect; inconclusive = small, poorly fitted or top-dose-only effect, or another doubt; inactive = no such curve, though single readings can be large; an effect the other way counts as inactive or inconclusive. % is scaled to controls: 0 for no effect and ±100 for the full control effect; potency is read from the fitted curve at half-maximal effect.

SMILES	TDP1 inh	TDP1 cell CPT	TDP1 cell noCPT
Nc1nc(-c2cc3c(cc2Cl)OCCO3)cs1	8%	16%	11%
Cc1cc(=O)oc2cc(NC(=O)c3ccccc3C(=O)O)ccc12	.	7%	-21%
CCOc1ccc(Nc2cc(C)nc3nncn23)cc1	2%	-6%	-4%
O=C(O)CNC(=O)c1ccc(Sc2ccccc2)c([N+](=O)[O-])c1	-3%	3%	5%
Cc1[nH]nc2ncc(C(=O)c3cc(F)ccc3O)cc12	4%	?	?
CN(CC(=O)Nc1ccc(Cl)c(C(F)(F)F)c1)C(=O)c1cccs1	-13%	?	16µM*
CN(C)S(=O)(=O)Nc1ccccn1	.	6%	-8%
Cc1ccc(S(=O)(=O)NN=C2CC(C)(C)OC2(C)C)cc1	.	-13%	-19%
Clc1ccc(OCc2nnc3n2CCCCC3)c(Cl)c1	.	-20%	-26%
O=C(NCC(c1cccs1)N1CCOCC1)c1ccc(Cl)c(S(=O)(=O)N2CCOCC2)c1 (stereo not given)	7%	-9%	-25%
Cn1c2ccccc2c2cc(C(=O)N3CCOc4ccc(C(C)(O)CCn5cccn5)cc4C3)ccc21 (stereo not given)	.	-1%	-11%
COCC(C)N=CC1=C(O)CC(C)(C)CC1=O (stereo not given)	0%	20%	-10%
O=c1c(F)cn(C2CCCO2)c(=O)n1Cc1c(Cl)cccc1Cl (stereo not given)	0%	-9%	-7%
COc1cccc(-c2cnc(C(O)c3ccccc3)[nH]2)c1 (stereo not given)	.	-18%	-12%
Cn1c(CNC(=O)CCNC(=O)c2ccc(Br)cc2)cc(=O)n(C)c1=O	1%	-5%	11%
O=C(CCSCc1ccccc1F)NCc1cccnc1	-1%	-4%	-5%
CCc1ccccc1NC(=O)N[C@@H](C)C(=O)OC	-1%	-8%	-11%
COc1ccc(NC(=O)c2cc(C3CCCCN3C(=O)Cc3ccc(N(C)C)cc3)on2)c(C)c1 (stereo not given)	.	21µM*	?
COCCNC(=O)/C(C#N)=C/c1c(N2CCCCCC2)nc2ccccn2c1=O	.	-11%	?
CC(=O)CSc1nnc(-c2ccc3c(c2)OCO3)o1	7%[56.1 µM]	-11%	-17%
CCCC1(c2ccccc2)NC(=O)N(CC(=O)Nc2cc(OC)cc(OC)c2)C1=O (stereo not given)	7%[0.0935 µM]	0%	?
CSc1nc(C(=O)N2CCOc3ccc(CN4CCN(Cc5ccccn5)CC4)cc3C2)cs1	.	19%[9.04 µM]	-12%
Cc1nn(CC(=O)NNC(=S)Nc2ccccc2)c(C)c1[N+](=O)[O-]	7%	1%	-1%
CCOc1cccc(C(=O)N2CCCN(C)CC2)c1	7%	1%	2%
CC(NC(=O)C1CCN(c2nnc(-n3cccc3)s2)CC1)C12CC3CC(CC(C3)C1)C2 (stereo not given)	-1%	16µM*	15µM*
COc1ccc(OC)c(NC(=O)C2=C(C)C(=O)OC23CCN(C(C)C)CC3)c1	3%	-28%	?
CCOc1cc(CNCCO)cc(Br)c1OCc1ccc(Cl)cc1	6%	26µM*	?
COc1ccc(-c2noc(-c3cccs3)n2)cc1OC	1%	-2%	?
CCN(C(=O)CN1C(=S)NC(C)(C)CC1C)c1ccc(C)c(C)c1 (stereo not given)	4%	15µM*	23µM*
Cc1cccc(CNC(=O)C2CCN(c3nn4cc(-c5ccc(F)cc5)nc4s3)CC2)c1	-1%	-25%	-30%

Single records (already shown). Values in the order: TDP1 inh | TDP1 cell CPT | TDP1 cell noCPT
CC(NC(=O)C1CCN(c2nnc(-n3cccc3)s2)CC1)C12CC3CC(CC(C3)C1)C2 (stereo not given) across the screens: -1% | 16µM* | 15µM*
CCOc1cc(CNCCO)cc(Br)c1OCc1ccc(Cl)cc1 across the screens: 6% | 26µM* | ?
Cc1cccc(CNC(=O)C2CCN(c3nn4cc(-c5ccc(F)cc5)nc4s3)CC2)c1 across the screens: -1% | -25% | -30%
CSc1nc(C(=O)N2CCOc3ccc(CN4CCN(Cc5ccccn5)CC4)cc3C2)cs1 across the screens: . | 19%[9.04 µM] | -12%
COc1ccc(-c2noc(-c3cccs3)n2)cc1OC across the screens: 1% | -2% | ?

Continued.
SMILES	TDP1 inh	TDP1 cell CPT	TDP1 cell noCPT
Cc1cccc(-n2c(C)cc(/C=N/NC(N)=S)c2C)c1	8%	10µM*	5.8µM*
CN(C(=O)COC(=O)c1cc([N+](=O)[O-])ccc1Sc1ccccc1)C1CCS(=O)(=O)C1 (stereo not given)	1%	-1%	-25%
Cc1cc(C)c(NC(=O)Nc2ccccc2C)c(Cl)c1	-3%	4%	11%
Cc1c(C(=O)NCC2(c3ccccc3)CCOCC2)cnn1-c1nccc(-c2ccco2)n1	.	?	-23%
CN(C(=O)c1cccc(NC(=O)Cc2ccc(NC(=O)C3CCN(C(=O)C4CCC4)CC3)cc2)c1)C1CCCCC1	.	?	?
CC(C)OP(=O)(OC(C)C)C1(O)C(=O)Nc2ccccc21 (stereo not given)	1%	-12%	-8%
CC(C)(C)c1ccc(OCC(=O)N2CCN(C=O)CC2)cc1	-3%	-2%	0%
COc1ccc(-c2[nH]ncc2-c2cnc(C)s2)c(O)c1	1%	-13%	-10%
CC(C)C(NC(=O)CN1C(=O)c2cccc3cccc1c23)C(C)C	.	-12%	?
O=Nc1c(O)cc(O)c2ccccc12	.	2%	?
CN(C)c1ccc(NC(=O)C2(c3cccs3)CCOCC2)cc1	5%	-4%	-2%
COc1cccc(C(=O)NCC2CCCN(C3CCCCC3)C2)c1OC (stereo not given)	2%	-2%	20%
CCCCCCCCCCCCCCCCCC(=O)OC[C@@H](O)[C@H]1OC[C@H](O)[C@H]1O	4%	-17%	-18%
CC(C)[C@H](NC(=O)[C@@H]1Cc2ccccc2CN1C(=O)OC(C)(C)C)C(=O)NCC1CCC(C(=O)O)CC1 (stereo not given in full)	.	-8%	31%[activator]
O=C(Nc1ccc(N2CCCCC2)cc1)c1ccccn1	8%	16µM*	10µM*
O=[N+]([O-])c1cccc(-c2noc(COc3ccccc3)n2)c1	3%	10%	-17%
Cc1cc(C2(c3ccc(O)c(C)c3)C(=O)Nc3ccccc32)ccc1O	7%	?	?
CCNc1nc(NCc2ccccc2)nc(SCC(N)=O)n1	8%	1%	?
CC(C)C(=O)NC(=S)N(Cc1ccccc1)Cc1ccccc1	4%	?	16µM*
COC(=O)[C@@H](NC(=O)NCc1ccccc1Cl)C(C)C	1%	-13%	-11%
CCC(Sc1nc(C)cc(=O)[nH]1)C(=O)Nc1sc2c(c1C#N)CCCC2 (stereo not given)	6%	16µM*	16µM*
CCn1nc(C(=O)N[C@@H](CCSC)c2nc3ccccc3[nH]2)c2ccccc2c1=O	7%	-27%	-25%
CC(=O)Nc1nc2[nH]ccc2c(=O)[nH]1	.	-6%	-10%
CCOc1ccc(CCNC(=O)COn2nnc3ccc(S(=O)(=O)N4CCOCC4)cc32)cc1OCC	2%[0.505 µM]	-27%	-25%
CCOC(=O)N(C)c1c(CC)nc2c(OCc3cccc(Cl)c3)cccn12	.	?	?
CC(NC(N)=O)C(=O)Nc1ccc(Cl)c(S(=O)(=O)Nc2ccc(Br)cc2)c1 (stereo not given)	3%	-30%	-20%
O=C(Cn1c(-c2ccccc2Cl)nc2ccccc21)Nc1cccc(Cl)c1	5%	1%	-3%
CCN(CC)c1nn2c(=O)c(C(=O)NCc3ccccc3Br)cnc2s1	7%	23µM*	?
COCCNC(=O)CC(c1ccccc1)c1ccccc1	-3%	-6%	-10%
Nc1nnc(CCCCc2cccs2)o1	5%	-20%	-12%
CC(=O)Nc1ccccc1C(=O)C(=O)Nc1ccc(C(=O)NCC2CCCO2)cc1 (stereo not given)	-3%	10%	10%
O=c1cc(O)c2ccc(O)cc2o1	-6%	?	?
Cc1ccc(-n2nc(C)c3cc(C(=O)O)sc32)cc1	-6%	?	?
O=C(CNc1n[nH]c(=O)[nH]c1=O)N/N=C/c1cccnc1	2%	-23%	1%
Cc1ccc2[nH]c3c(=O)n(Cc4ccncc4)cnc3c2c1	2%	6%	-11%
CCOC(=O)[C@]12CCCC=C1N(CCC1=CCCCC1)C(=O)[C@H](CC(=O)NCCc1ccccc1OC)C2	.	13µM*	13µM*
COc1ccc2c(c1)sc1ncc(C(=O)NCc3cccc(Cl)c3)c(=O)n12	3%	-4%	-16%
CC(C)c1ccc(NC(=S)N2CCN(S(=O)(=O)c3ccccc3)CC2)cc1	6%	-9%	-6%
COc1ccc(OC)c(S(=O)(=O)Nc2cc3c(cc2N2CCCC2)n(C)c(=O)c(=O)n3C)c1	5%	21µM*	23µM*
C[n+]1ccc(/C=C/c2ccc3c(c2)OCO3)c2ccccc21	.	2%	-14%
Cn1c(SCC(=O)Nc2ccccc2[N+](=O)[O-])nnc1C(F)(F)F	9%	4%	-1%
O=C(COc1ccccc1)Nc1nnc(COc2ccccc2)s1	1%	?	-14%
N#Cc1nc(N)nc(N2CCCCC2)n1	0%	?	?
O=C(NCCCN1CCN(c2ccccc2)CC1)c1nnc(Cc2ccc(F)cc2)o1	3%	?	26µM*
COC(=O)c1cc2sc(C)cc2n1Cc1nc(-c2ccc(C)cc2)oc1C	-3%	0%	-13%
CC(C)(C)NC(=S)NCc1ccncc1	.	-20%	-6%
OC1CCCN(Cc2ccc3ccc4cccc5ccc2c3c45)C1 (stereo not given)	6%	?	21µM*
CC(=NNc1nc2ccccc2s1)c1ccncn1	.	0.1µM*	0.15µM*
COc1cc(C(=S)N2CCCC2)cc(Cl)c1OCC(=O)Nc1ccc(C)cc1C	0%	13µM*	?
CC(=O)n1cc(/C=C2/N=C(c3ccccc3)OC2=O)c2ccccc21	0%	-18%	-6%

Five entries drawn at random from those above, as already listed:
SMILES	TDP1 inh	TDP1 cell CPT	TDP1 cell noCPT
Cc1ccc(-n2nc(C)c3cc(C(=O)O)sc32)cc1	-6%	?	?
Cc1nn(CC(=O)NNC(=S)Nc2ccccc2)c(C)c1[N+](=O)[O-]	7%	1%	-1%
O=C(O)CNC(=O)c1ccc(Sc2ccccc2)c([N+](=O)[O-])c1	-3%	3%	5%
CCN(C(=O)CN1C(=S)NC(C)(C)CC1C)c1ccc(C)c(C)c1 (stereo not given)	4%	15µM*	23µM*
CC(C)OP(=O)(OC(C)C)C1(O)C(=O)Nc2ccccc21 (stereo not given)	1%	-12%	-8%

Going on with the list:
SMILES	TDP1 inh	TDP1 cell CPT	TDP1 cell noCPT
CCN(C(N)=S)c1ccccc1	-2%	-22%	-3%
NS(=O)(=O)c1cccc(NC(=S)NCc2ccc3c(c2)OCO3)c1	-1%	-3%	-11%
Cc1ccc(OCc2ccc(C(=O)Nc3cc(C)on3)o2)c([N+](=O)[O-])c1	1%	?	-21%
CCc1ccccc1NC(=O)CCC(=O)c1cccs1	5%	-14%	-6%
COCOCCn1cc(CN2CCS(=O)(=O)N(Cc3ccc(-c4cccc(CO)c4)cc3)C(CC(C)C)C2=O)nn1 (stereo not given)	.	?	?
Cc1c(C=NCCOCc2ccccc2)cnn1C	3%	-3%	5%
CC1(C)CC(O)CC(C)(C)N1CC(O)COCCOc1ccc(Br)cc1 (stereo not given)	4%	1%	-17%
COc1ccccc1/C=C/C=c1\sc2nc(=O)c(Cc3ccccc3)nn2c1=O	.	-3%	-15%
Cc1ccc(NC(=O)COCC(=O)Nc2ccc(C)cc2)cc1	.	-7%	-3%
CCCCN(CC)C(=O)c1oc2ccc(S(=O)(=O)N3CCCC3)cc2c1C	2%	?	-20%
COC(=O)C1=C(C)N(CCCC(=O)O)C(=O)NC1c1ccc([N+](=O)[O-])cc1 (stereo not given)	.	11%	-1%
O=C(c1ccc(OC2CCN(C/C=C/c3ccc(F)cc3)CC2)cc1)N1CCCCC1	7%	?	?
COc1ccc(-n2cnc3scc(-c4ccc(OC)c(OC)c4)c3c2=O)cc1	4%	?	?
COc1ccccc1N1C(=O)CC(N2CCc3ccccc32)C1=O (stereo not given)	7%	2%	-9%
COC(=O)c1sccc1NC(=O)Nc1cccc(OC)c1	0%	-10%	17%

Screens (PubChem)
